# Hep lipid drop = inhibitors of hepatocyte lipid droplet formation, primary screen, imaging, high-throughput imaging, BODIPY stain | AML12 mouse hepatocytes, oleate lipid droplets | inhibition, % at 6.5 µM | 240,000 tested, 0.4% active | AID 1656, 2009;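 active = lipid droplet intensity inhibited by at least 50%, with more than 500 cells counted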
#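 Assay system: AML12 hepatocytes (mouse); Probe or stimulus: oleic acid at 100 µM to induce lipid droplet formation; Dosing: compound at 6.5 µM only; Schedule: compound with oleate, overnight; Detection: fluorescence imaging, 20x objective, two fields per well; Measure: % inhibition of lipid droplet signal.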
# T cell modulator = modulators of CD8 T cell-vesicle binding, primary screen, mouse 2C CD8+ T cells, flow cytometry. 2C CD8+ T cell-vesicle binding; hits give low values. 330,000 tested, 0.068% active. AID 2052, 2009. calls only at 7 µM;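 active = response, share of CD8 T cells binding vesicles, and their 90th percentile fluorescence all below set limits, cut at about 80% in these data, passing the limit was not always enough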
#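 System: murine 2C transgenic CD8+ T lymphocytes; also added: QL9-loaded Drosophila micro-vesicles; times: binding 1.5 h at 37 °C; measured by: flow cytometry, PE anti-B7-1 (FL2) versus Alexa647 anti-CD8 (FL8), PFA-fixed; control set: Peptide-free naked vesicles (low) and QL9 vesicles with 0.7% DMSO vehicle (high)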
# Hep lipid drop cells 6.5 µM = recorded beside Hep lipid drop, whose call it bears; cell count; measured here: cell count, cytotoxicity flag;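 cells counted across two imaged fields per well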
# T cell modulator vesicle-bound % = further read-out of T cell modulator, marked with its call; double positive events, %; measured here: CD8+ vesicle-bound cell fraction;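 binding gate set so that unloaded-vesicle control wells show 10% double positive cells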
# An asterisk follows results filed as active; i = inactive. A portion of the library; count on the stated rates, not on these rows.
Structure | Hep lipid drop | Hep lipid drop cells 6.5 µM | T cell modulator | T cell modulator vesicle-bound %
Cc1ccc(C)c(S(=O)(=O)NC(C)CCc2ccccc2)c1 (stereo unspecified) | -16 | 824 | i | 25
O=C(Nc1cccc(S(=O)(=O)N2CCCC2)c1)c1ccccc1OC(F)F | -17 | 673 | i | 22
COc1cccc(OC)c1C(=O)Nc1ccc(N2CCN(C(=O)c3cccs3)CC2)cc1 | -34 | 870 | i | 20
Cc1cc2cc3c(cc2nc1SCC(=O)N1CCOCC1)OCO3 | 1 | 794 | i | 30
Cc1ncoc1C(=O)NC1CC(C)(C)Cc2c1cnn2-c1ccc(F)cc1 (stereo unspecified) | -19 | 687 | i | 64
CCc1ccc(NC(=O)CNC(=O)Cn2ccc3ccccc3c2=O)cc1 | -3 | 729 | i | 49
O=C(CSc1ccccc1)NNC(=O)c1ccccc1O | 33 | 712 | i | 60
CCc1ccc(CNC(=O)C2CCN(c3nnc(C)c4c(C)n(-c5ccc(C)cc5)nc34)CC2)cc1 | -18 | 671 | i | 10

# Part of the list above, with each value named.
O=C(Nc1cccc(S(=O)(=O)N2CCCC2)c1)c1ccccc1OC(F)F
- Hep lipid drop: -17
- Hep lipid drop cells 6.5 µM: 673
- T cell modulator: i
- T cell modulator vesicle-bound %: 22
COc1cccc(OC)c1C(=O)Nc1ccc(N2CCN(C(=O)c3cccs3)CC2)cc1
- Hep lipid drop: -34
- Hep lipid drop cells 6.5 µM: 870
- T cell modulator: i
- T cell modulator vesicle-bound %: 20
Cc1cc2cc3c(cc2nc1SCC(=O)N1CCOCC1)OCO3
- Hep lipid drop: 1
- Hep lipid drop cells 6.5 µM: 794
- T cell modulator: i
- T cell modulator vesicle-bound %: 30
Cc1ncoc1C(=O)NC1CC(C)(C)Cc2c1cnn2-c1ccc(F)cc1 (stereo unspecified)
- Hep lipid drop: -19
- Hep lipid drop cells 6.5 µM: 687
- T cell modulator: i
- T cell modulator vesicle-bound %: 64

# Other entries:
Structure | Hep lipid drop | Hep lipid drop cells 6.5 µM | T cell modulator | T cell modulator vesicle-bound %
Cc1cccc(C(=O)Nc2cccc3c2CCCC3)c1 | 2 | 818 | i | 65
Cc1cc(NC(=O)CSc2nnc(-c3cccc(Cl)c3)o2)no1 | 21 | 782 | i | 40
Cn1c(=O)c2c(nc(NCCNC(=O)c3ccco3)n2Cc2ccccc2)n(C)c1=O | 5 | 809 | i | 30
O=C(CC(=O)c1ccccc1)Nc1ccccn1 | -3 | 864 | i | 56
CC(=O)N1CCc2cc(S(=O)(=O)CCC(=O)NCc3ccc(Cl)cc3)ccc21 | -51 | 641 | i | 21
Cc1ccc2nc(NCCNC(=O)c3ccccc3)c(C#N)cc2c1 | 10 | 780 | i | 12
Cc1ccccc1N1CCN(C2CCCN(C(=O)CN3CCCC3=O)C2)CC1 (stereo unspecified) | -7 | 679 | i | 38
COc1cccc(C(=O)Nc2nnc(-c3ccc(OC)cc3OC)s2)c1 | -6 | 765 | i | 14
O=C(Cc1ccccc1)NCC(=O)OCc1ccccc1F | 19 | 694 | i | 10
CCOc1ccc(N=Nc2c(C)[nH]n(-c3ccccc3)c2=O)cc1 | 48 | 753 | i | 21
Cc1[nH]c(C)c(S(=O)(=O)N(C)Cc2ccccc2)c1C(=O)N1CCCC1 | -7 | 722 | i | 2
CCN(CC)CCCNC(=O)c1cc2c(=O)[nH]c3ccc(C)cc3c2s1 | -34 | 828 | i | 22
O=C(CSc1nnc(CNC(=O)c2ccccc2)o1)c1ccc(Cl)cc1 | -1 | 660 | i | 11
N#CCCNS(=O)(=O)c1ccc(C(=O)OCC2CCCCC2)cc1 | -6 | 697 | i | 34
COC(=O)c1cc(S(=O)(=O)N2CCC(C)CC2)cn1C | -4 | 706 | i | 37
O=C(c1ccco1)N1CCN(S(=O)(=O)c2cc(Cl)ccc2Cl)CC1 | -6 | 825 | i | 53
CC(=O)c1ccc(Nc2c([N+](=O)[O-])ccc3nonc23)cc1 | -3 | 808 | i | 46
COc1ccc(NC(=O)CSCc2cc(=O)n3c(C)csc3n2)cc1 | 1 | 790 | i | 10
Cn1cc(S(=O)(=O)c2ccccc2)c(=O)c2cc(Cl)ccc21 | -4 | 724 | i | 26
COc1ccc(S(=O)(=O)NC(C)C(=O)NCCN2CCOCC2)cc1Cl (stereo unspecified) | 1 | 833 | i | 20
O=C(CCC(=O)c1ccccc1)Nc1ccc(C(=O)O)cc1 | 1 | 782 | i | 37
CCOC(=O)c1[nH]c(=O)[nH]c1CNc1ccccc1C#N | 0 | 759 | i | 60
CC1CCCC(C)N1CCCNC(=O)c1ccc2nc(N3CCCCC3)sc2c1 (stereo unspecified) | 0 | 699 | i | 24
OCCNc1nc(N2CCN(c3ccccc3)CC2)nc2ccccc12 | 5 | 849 | i | 54
COc1ccccc1N1CCN(C(=O)c2cccc(N3C(=O)C4C5C=CC(C5)C4C3=O)c2)CC1 (stereo unspecified) | -1 | 711 | i | 15
COc1ccccc1CNS(=O)(=O)c1c(C(=O)N2CCCCC2)c(C)n(C)c1C | -1 | 690 | i | 14
COc1ccc(CCNC(=O)CS(=O)Cc2nc(-c3ccccc3Cl)oc2C)cc1OC (stereo unspecified) | -4 | 726 | i | 24
CCN(Cc1ccc(C#CCCO)cc1)CC1CCCN(CCc2cccc(F)c2)C1 (stereo unspecified) | -15 | 809 | i | 58
Cc1cc(C)cc(NC(=O)c2sc3nc(C)cc(C)c3c2N)c1 | 5 | 853 | i | 62
O=C(COC(=O)c1cc(Cl)ccc1O)NCCNC(=O)COC(=O)c1cc(Cl)ccc1O | -4 | 755 | i | 28
CC1CCCCN1CCNC(=O)c1ccc2c(c1)N(Cc1cccc(Cl)c1)C(=O)c1ccccc1S2=O (stereo unspecified) | -14 | 732 | i | 51
COc1ccc(C(=O)NCCNc2ncc(C(F)(F)F)cc2Cl)cc1[N+](=O)[O-] | -1 | 679 | i | 60
Cc1ccccc1S(=O)(=O)Cc1ccc(C(=O)N2CCN(c3ccccc3F)CC2)o1 | -24 | 763 | i | 8
COc1cc(/C=C2\C(=N)N3N=CSC3=NC2=O)ccc1OS(=O)(=O)c1ccccc1 | 4 | 635 | i | 7
Cc1ccc(N(C(=O)CNC(=O)c2ccco2)C(C(=O)NCC2CCCO2)c2ccccc2)cc1C (stereo unspecified) | -47 | 813 | i | 26
COc1ccc(CSc2nc(O)cc(=O)n2CC(C)C)cc1F | -1 | 748 | i | 29
COc1cccc(N(C(=O)c2ccco2)C(C(=O)NC2CCCC2)c2ccc(N3CCOCC3)cc2)c1 (stereo unspecified) | 3 | 825 | i | 44
COc1ccccc1C(=O)Nc1ccc(S(=O)(=O)N2CCC(C)CC2)cc1 | -5 | 818 | i | 27
COCc1ccc(CN2CCC(N3CCC(C(=O)N4CCCC4)CC3)CC2)o1 | 13 | 768 | i | 8
CCCCn1c(=O)[nH]c(=O)c2c1nc(-c1cc(Br)ccc1OC)n2C | -5 | 718 | i | 22
Cc1nnc(SCC(=O)Nc2ccccc2F)n1-c1ccc(F)cc1 | 5 | 419 | i | 31
COC(=O)C(CC(=O)c1ccc(Br)cc1)n1cccn1 (stereo unspecified) | -2 | 828 | i | 57
Cc1onc(C(=O)Nc2ccc3c(c2)OCO3)c1[N+](=O)[O-] | -4 | 681 | i | 34
O=C1CCCCN1CCC(=O)N1CCCC(Nc2ccccc2)C1 (stereo unspecified) | -14 | 666 | i | 9
Cc1cc(=O)oc2c3c(cc(OCC(=O)Nc4ccc(CCO)cc4)c12)OC(C)(C)CC3 | -2 | 793 | i | 12
COc1ccc(OC)c(CCNC(=O)CC2(CC3=NS(=O)(=O)c4ccccc4N3)CCCC2)c1 | -5 | 709 | i | 27
Cc1cccc(N2CCN(S(=O)(=O)c3ccc(-c4cc(C)no4)s3)CC2C)c1 (stereo unspecified) | -4 | 716 | i | 55
CCc1ccc(NC(=O)NCCCN2CCCC2=O)cc1 | -3 | 826 | i | 15
CCn1cc(CCC(=O)NCc2cccc(OC)c2OC)c2ccccc21 | 15 | 818 | i | 30
Cc1ccc(S(=O)(=O)N2CC(C)N(S(C)(=O)=O)C2)cc1 (stereo unspecified) | 26 | 737 | i | 23
CC1(c2ccccc2)CC(C)(C)N(C(N)=O)c2ccccc21 (stereo unspecified) | -14 | 780 | i | 33
CC(C)C(=O)N1CCN(c2ccccc2NC(=O)COc2ccc(C3CCCCC3)cc2)CC1 | -24 | 654 | i | 62
COc1ccc(NC(=O)C2CCN(S(=O)(=O)c3ccc4c(c3)CC(C)N4C(C)=O)CC2)cc1OC (stereo unspecified) | 20 | 749 | i | 16
CCn1c(N2CCN(S(=O)(=O)c3ccccc3)CC2)nc2ccccc21 | -9 | 788 | i | 37
COc1ccc(NC(=O)c2ccco2)c2ccccc12 | 3 | 804 | i | 27
CN(C)N1C(N)=C(C#N)C(c2ccc(Cl)cc2)C2=C1CCCC2=O (stereo unspecified) | -24 | 819 | i | 31

# Following part
Structure | Hep lipid drop | Hep lipid drop cells 6.5 µM | T cell modulator | T cell modulator vesicle-bound %
O=C(CCCc1nc(-c2ccccc2)no1)NC1CCCC1 | -8 | 750 | i | 16
CCc1ccc(NC(=O)[C@H](NC(=O)[C@@H]2Cc3ccccc3CN2)c2ccccc2)cc1 | -12 | 696 | i | 5
CCC(C)(C)NC(=O)CN(C(=O)CCC(=O)Nc1nccs1)c1ccccc1C | -10 | 835 | i | 34
COc1cc(Cl)ccc1OCc1cc(C(=O)N(C)C2CC(C)(C)NC(C)(C)C2)no1 | 2 | 605 | i | 18
Cc1ccc(NC(=O)CSc2nnc(-c3cc(C)on3)o2)cc1 | 12 | 823 | i | 40
CCc1c(C)nc2c(-c3ccccc3)c(C)[nH]n2c1=O | -5 | 804 | i | 54
COCCn1cnc2c1c(=O)[nH]c(=O)n2Cc1ccccc1 | 8 | 824 | i | 39
C[C@@H](C(=O)Nc1ccc2c(c1)OCCO2)n1nnc2ccccc2c1=O | 4 | 713 | i | 14
COc1cccc(NC(=O)CCC2CCN(C(=O)C3CC=CCC3)CC2)c1 (stereo unspecified) | 4 | 737 | i | 18
COc1cc(CNCCCN2CCOCC2)c(Br)cc1OC(C)C | 9 | 782 | i | 58
Cc1ccc(-n2nc3c(=O)n(C(C)C(=O)NCc4ccc(Cl)cc4)nc(C)c3c2C)cc1 (stereo unspecified) | 1 | 703 | i | 57
N#CC1=C(N)Oc2cc(N)ccc2C1c1ccccc1Cl (stereo unspecified) | 1 | 832 | i | 52
Cc1cc(C)c(S(=O)(=O)c2ccccc2)c(=O)[nH]1 | 1 | 690 | i | 58
C#CCOc1ccc(/C=C2/C(=O)ON=C2C)cc1Cl | 18 | 823 | i | 29
COc1ccc(C(=O)CSc2nccn2C)cc1 | -3 | 716 | i | 20
Cc1c(C(=O)NCCc2ccccc2)oc2ccccc12 | 0 | 822 | i | 24
Cc1ccc(NC(=O)CCc2nnc3ccc(NCc4ccco4)nn23)cc1F | -6 | 684 | i | 4
COc1ccc(Cl)cc1NC(=O)CN1CCc2ccccc2C1 | 0 | 847 | i | 51
COc1cccc(N(C(=O)c2snc(C(N)=O)c2N)C(C(=O)NCC2CCCO2)c2cccs2)c1 (stereo unspecified) | -3 | 730 | i | 32
COCCn1c(SCC(=O)NC2CC2)nnc1-c1ccco1 | -4 | 771 | i | 14
CCOC(=O)C1CCCCN1Cc1cccc(Oc2ccccc2)c1 (stereo unspecified) | -21 | 825 | i | 62
COc1ccc(NC(=O)C2CCN(S(=O)(=O)c3c(C)noc3C)CC2)cc1OC | -10 | 628 | i | 30
O=[N+]([O-])c1cnccc1NC1CCCCC1 | -3 | 857 | i | 32
CCN1CCN(C(=S)Nc2sc(C)c(-c3ccccc3)c2C(=O)OC)CC1 | -2 | 719 | i | 57
Cc1ccccc1OCc1nnc(SCC(=O)O)n1-c1cccc(Cl)c1 | 4 | 824 | i | 47
COCCn1c(=NC(=O)CCS(=O)(=O)c2ccccc2)sc2cc(C)ccc21 | -29 | 844 | i | 25
OCc1nc2ccccc2n1Cc1ccc(Cl)cc1 | -1 | 830 | i | 56
C[C@H]1CN=C(Nc2ccccc2)N1CC1CCCCCC1 | -5 | 771 | i | 25
Cc1cccc(NC(=O)CCCN2C(=O)C3CC=CCC3C2=O)c1 (stereo unspecified) | 2 | 802 | i | 26
CCCc1n[nH]c(=O)c2c1nnn2Cc1ccccc1F | 5 | 815 | i | 23
O=C(CCCN1C(=O)c2cccnc2Oc2ccc(Cl)cc21)N1CCCCC1 | -2 | 809 | i | 39
COc1ccc(/C=C/C(=O)Nc2ccccc2C(=O)NCC(c2ccc(OC)cc2)N(C)C)cc1 (stereo unspecified) | 2 | 799 | i | 28
COc1ccc(C)cc1NC(=O)CCCN1C(=O)C2CC=CCC2C1=O (stereo unspecified) | -1 | 864 | i | 32
COc1cc(CN2CC(=O)N(c3cc(Cl)ccc3C)C2=S)cc(OC)c1OC | -20 | 650 | i | 37
Cc1ccccc1/C=N/N1C(=O)CSC1=S | -12 | 393 | i | 28
CSc1nc(C(=O)N2CCCC(N3CCN(c4ccccc4C)CC3)C2)cs1 (stereo unspecified) | -22 | 656 | i | 11
COc1ccc(CN2CCNC(=O)C2CC(=O)NCC(C)(C)N2CCOCC2)cc1C (stereo unspecified) | 4 | 644 | i | 52
COc1ccc(CCNC(=O)Cn2c(=O)c3cccn3c3cccnc32)c(OC)c1OC | 0 | 734 | i | 21
CO/N=C(\C)C(Cc1ccc(Cl)nc1)Cc1ccc(Cl)nc1 | 5 | 837 | i | 40
